FH mod = Identification of activators of human fumarate hydratase by quantitative high-throughput screening | FH coupled MDH/diaphorase resazurin fluorescence, 15 min | Potency, µM (top dose mostly 79.9 µM), for inactives: at the highest dose activity change, negative = inhibition, usual class: inhibitors | 0.22% of 54,000 active; note: potency is the fitted concentration of half-maximal effect; % is set by controls: 0 for no effect and ±100 for the full control effect; the screen sought activators but most active calls are inhibition curves; nearly all actives have a fitted effect of over 45% in size
B2AR arrestin ag = beta-arrestin recruitment by human beta2-adrenergic receptor ligands; Potency, µM (doses to about 46.1 µM), without a hit: at the highest dose activation, usual class: activators; 44,000 tested, under 10 active; P07550; HTLA Tango cells, beta-arrestin recruitment, luciferase luminescence, 18 h;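 note: potency is the fitted concentration of half-maximal effect; 0% = DMSO and full agonism = EC100 isoproterenol or metaproterenol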
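Tango cell line, 1% FBS DMEM; cpd titration up to 46 microM; 18 hr, 37 degrees C, 5% CO2. Luciferin/ATP substrate mix added, 15 min RT, luminescence. %Activity, CRC fitting, curve-class categorization.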
p53null 39C kill = p53 null cell cytotoxicity, nonpermissive temperature; Potency, µM (top dose mostly 46.1 µM), without a hit: top-dose activity, negative = cell killing, actives largely listed as cytotoxic; AID 904; H1299 p53-null (neo) cells, 39C, ATPlite viability, 24 h; 0.97% of 55,000 active;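 note: potency is the fitted concentration of half-maximal effect; 0% = DMSO only and -100% = full killing by 100 µM tamoxifen; nearly all actives have a fitted effect of over 50% in size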
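H1299 lung cancer cells, p53-null (H1299-neo) or expressing p53 A138V (H1299-p53A138V), were plated overnight at 37C, then exposed to compounds at up to 46 uM for 24 hr at 39C. Viability was read by ATP-based luminescence.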
TSG101-PTAP inh = inhibitors of HIV-1 PTAP binding to human TSG101, validation | Fluorescence polarization, FITC-PTAP peptide/Tsg101, 20 min | Potency, µM (titrated, usually from 115 µM), for the others: at the highest dose activity change, negative = inhibition, most hits filed as inhibitors | 44,000 tested, under 10 active; note: potency is the fitted concentration of half-maximal effect; 0% is about no effect
Target sequence (Q99816 whole entry, looked up): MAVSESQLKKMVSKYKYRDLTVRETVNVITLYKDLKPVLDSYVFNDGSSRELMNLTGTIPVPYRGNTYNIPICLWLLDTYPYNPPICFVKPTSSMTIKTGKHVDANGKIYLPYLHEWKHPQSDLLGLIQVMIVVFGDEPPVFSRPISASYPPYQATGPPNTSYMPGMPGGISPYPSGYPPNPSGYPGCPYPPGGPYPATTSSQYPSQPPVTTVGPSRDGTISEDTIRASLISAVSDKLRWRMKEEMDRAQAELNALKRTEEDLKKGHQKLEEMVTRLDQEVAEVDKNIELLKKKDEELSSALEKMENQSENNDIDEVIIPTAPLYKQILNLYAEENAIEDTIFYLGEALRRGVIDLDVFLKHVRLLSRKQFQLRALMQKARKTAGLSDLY
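Steps: Tsg101 binding domain (10 uM final) in HEPES pH 7.5/NaCl/Tween 20/EDTA/TCEP; add compound; add FITC-PTAP peptide (50 nM final); incubate 20 min r.t.; read polarization.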
p53null 32C tox = selectivity test: cytotoxicity in p53 null cells, permissive temperature | H1299-neo p53 null cells, ATP luminescence, 24 h, 32C | Potency, µM (series often up to 46.1 µM), without a hit: top-dose activity change, negative = cytotoxicity, hits mostly cytotoxic | 0.62% of 55,000 active;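 note: potency is the fitted concentration of half-maximal effect; 0% = DMSO only and -100% = full killing by 100 µM tamoxifen; nearly all actives have a fitted effect of over 55% in size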
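Overnight 37C seeding (600 cells/well) of H1299-neo preceded a 24 hr, 32C exposure to compounds up to 46 uM. ATP levels, read by luminescence after 20 min at RT, indicated surviving cells.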
GALK inhibitor = inhibits human galactokinase; P51570; recombinant GALK, Kinase-Glo ATP luminescence, 1 h; Potency, µM (titrated, usually from 57.5 µM), inactives show top-dose activity, negative = inhibition, actives largely listed as inhibitors; 44,000 tested, under 10 active; AID 1347072;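 note: plate controls were full GALK reaction for no effect and reaction lacking GALK for full effect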
Target sequence (P51570 whole entry, looked up): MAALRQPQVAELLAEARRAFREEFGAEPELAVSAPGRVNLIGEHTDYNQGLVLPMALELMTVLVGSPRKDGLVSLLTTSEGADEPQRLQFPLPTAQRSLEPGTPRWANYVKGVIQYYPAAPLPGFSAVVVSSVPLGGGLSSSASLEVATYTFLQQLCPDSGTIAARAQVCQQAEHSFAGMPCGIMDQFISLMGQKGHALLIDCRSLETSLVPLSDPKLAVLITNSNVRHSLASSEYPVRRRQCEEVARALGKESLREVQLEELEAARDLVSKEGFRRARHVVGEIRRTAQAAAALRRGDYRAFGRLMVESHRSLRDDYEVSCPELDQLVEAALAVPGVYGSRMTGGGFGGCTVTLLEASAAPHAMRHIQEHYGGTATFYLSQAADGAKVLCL
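Luminescent ATP-depletion readout (Kinase-Glo Plus, 10 min) after 1 h RT reaction of 5 nM GALK, 35 uM ATP, 100 uM galactose, pH 8.0 HEPES buffer. Decreased kinase activity scored as inhibition.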
NTMT1 inh = inhibitors of human N-terminal methyltransferase NTMT1; NTMT1 MTase-Glo SAH luminescence, purified enzyme; Potency, µM (top dose mostly 114 µM), for inactives: at the highest dose activity change, negative = inhibition, usual class: inhibitors; 2.5% of 59,000 active; AID 1645870;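 note: potency is the fitted concentration of half-maximal effect; plate controls were DMSO vehicle for no effect and no enzyme for full effect; nearly all actives have a fitted effect of over 65% in size; many of its hits are not listed in these tables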
Target sequence (Q9BV86 whole entry, looked up): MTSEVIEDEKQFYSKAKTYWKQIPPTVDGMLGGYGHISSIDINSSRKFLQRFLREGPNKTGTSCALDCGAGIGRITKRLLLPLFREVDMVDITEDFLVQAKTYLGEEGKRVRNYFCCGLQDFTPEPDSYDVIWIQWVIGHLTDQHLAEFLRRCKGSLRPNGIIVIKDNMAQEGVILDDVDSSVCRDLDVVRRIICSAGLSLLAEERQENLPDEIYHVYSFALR
Numbers without * were called inactive; ? = inconclusive; . = no result given; [ ] = another dose, or the depositor's remark. Calls come from the whole dose curve; as a rule, active = well fitted curve in the direction sought with a large enough effect; inconclusive = small, poorly fitted or top-dose-only effect, or another doubt; inactive = no such curve, though single readings can be large; an effect the other way counts as inactive or inconclusive. Not all compounds are listed (hit frequency here may not be typical).

SMILES | FH mod | B2AR arrestin ag | p53null 39C kill | TSG101-PTAP inh | p53null 32C tox | GALK inhibitor | NTMT1 inh
CCOc1ccc(N(C(=O)c2ccc(OC)cc2)S(=O)(=O)c2ccc3c(c2)n(C)c(=O)n3C)cc1 | ? | -2.0% | -6.8% | -0.7% | -1.7% | 0.0% | -2.4%
COc1ccc(C2c3[nH]c4ccccc4c3CCN2C(=O)CCC2CCCC2)cc1 (configuration not stated) | ? | -0.7% | -0.1% | -10.7% | -11.1% | ? | ?
COC(=O)c1ccccc1NC(=O)C1CCCN(c2nnc(C)c3c(C)n(-c4ccccc4)nc23)C1 (configuration not stated) | -13.7% | -1.0% | 21.1% | -1.1% | 2.4% | -2.0% | 10.1%
CC(C)Oc1ccc(CNC(=O)Cn2ncn3nc(-c4cccs4)cc3c2=O)cc1 | 2.3% | -3.6% | -3.5% | -4.1% | -13.1% | -1.1% | 0.8%
COc1ccc(-c2cn3nc(N4CCCC(C(=O)Nc5ccccc5OC)C4)sc3n2)cc1 (configuration not stated) | -28.4% | -1.0% | -3.4% | 0.3% | -15.6% | 0.0% | 9.0%
Cc1cccc(Cn2c(C)c(C)c3cc(C(=O)NCc4ccc(C)o4)ccc32)c1 | ? | 6.5% | 6.6% | 7.2% | 21.1% | -0.6% | -20.8%
CCOc1ccccc1C(=O)NCC(c1ccc(N(C)C)cc1)N1CCCC1 (configuration not stated) | -0.4% | 0.9% | -5.4% | -7.7% | 0.1% | -3.7% | -15.4%
COc1cc(C2C(=O)N(C3CCCCCC3)CC(=O)N2CCC2=CCCCC2)ccc1OC(C)C (configuration not stated) | . | -1.1% | 1.3% | -4.5% | 0.1% | -1.9% | .
CCOC(=O)c1nc(Nc2ccc(Cl)cc2)c2c(C)noc2n1 | 4.2% | -0.4% | -7.9% | 1.9% | 0.9% | 2.7% | -5.8%
COc1ccc(CCNC(=O)Cc2c(C)c3c(cc(C)c4c(C)coc43)oc2=O)cc1OC | -5.5% | -0.8% | -22.5% | 2.5% | 8.3% | 1.7% | -5.7%
CCOC(=O)c1[nH]c(C)c(CCC(=O)NCc2cccc(Cl)c2)c1C | 1.2% | 0.6% | 16.8% | -0.9% | 0.7% | 0.8% | -1.7%
Cc1nc(SCc2cc(=O)c3cccc(F)c3[nH]2)n[nH]1 | -5.8% | 0.8% | -29.9% | 0.7% | 0.0% | 1.9% | -2.4%
COc1ccc(C2C(=O)N(C3CCCCC3)CC(=O)N2CCC2=CCCCC2)cc1 (configuration not stated) | -8.5% | -1.8% | 18.2% | 0.8% | -0.8% | -1.3% | 10.8%
Cc1cc(-c2ccccc2)n2nc(-c3ccc(Cl)cc3)cc2n1 | 0.9% | 0.3% | -2.3% | 3.9% | 2.3% | -1.7% | 0.7%
O=C(CN1C(=O)CCc2cc(Br)ccc21)Nc1ccc(OC(F)(F)F)cc1 | 4.2% | -0.4% | -5.1% | -1.9% | -2.6% | 1.9% | 8.7%
COc1ccc(CCNC(=O)c2ccc3c(c2)CCN3S(C)(=O)=O)cc1 | -1.1% | -1.2% | 8.6% | -0.2% | -6.0% | -5.4% | -2.3%
COc1cc2c(=O)n(Cc3ccco3)c(=O)n(CC(=O)Nc3ccc(F)cc3)c2cc1OC | -5.0% | -1.4% | ? | -1.8% | 5.5% | 1.1% | -4.5%
CCCCN(C)CCCNC(=O)c1cn(CC)c2ccc(S(=O)(=O)N3CCc4ccccc4C3)cc2c1=O | -20.0% | -0.9% | -0.8% | -12.1% | 14.3% | 6.6% | -20.0%
COc1cccc(NC(=O)Nc2ccc3nc(N4CCN(C)CC4)cc(C)c3c2)c1 | -9.9% | -1.8% | 9.1% | -0.7% | -10.0% | -4.1% | -20.0%
COc1cc(OC)c(NC(=O)c2ccc3c(Cl)c4c(nc3c2)CCCC4)cc1Cl | 3.4% | -1.5% | 15.3% | -3.2% | -3.9% | 8.9% | -3.4%
CCc1ccccc1NC(=O)Cn1nc(C(F)(F)F)c2c1CCCC2 | -6.4% | 1.1% | -24.8% | -2.3% | -12.2% | 0.0% | 0.7%
CCCCN(C)CCCNC(=O)c1cc(-c2ccc(Br)s2)nc2ccccc12 | -4.6% | -0.1% | ? | -2.7% | 1.5% | 3.2% | -15.0%
CCC(=O)Nc1cc2nn(-c3ccc(C)cc3)nc2cc1C | 8.4% | 0.2% | ? | 4.5% | ? | 0.0% | -19.5%
Cc1nc2nc(SCC(=O)NCCc3ccc(Cl)cc3)nn2c(C)c1Cc1ccccc1Cl | -10.5% | 0.7% | -5.1% | 3.9% | 17.0% | 2.7% | 1.8%

Retrieved one by one from the list above (two):
SMILES | FH mod | B2AR arrestin ag | p53null 39C kill | TSG101-PTAP inh | p53null 32C tox | GALK inhibitor | NTMT1 inh
CCC(=O)Nc1cc2nn(-c3ccc(C)cc3)nc2cc1C | 8.4% | 0.2% | ? | 4.5% | ? | 0.0% | -19.5%
CCCCN(C)CCCNC(=O)c1cc(-c2ccc(Br)s2)nc2ccccc12 | -4.6% | -0.1% | ? | -2.7% | 1.5% | 3.2% | -15.0%

Record cards, as listed above. Screens in order: FH mod | B2AR arrestin ag | p53null 39C kill | TSG101-PTAP inh | p53null 32C tox | GALK inhibitor | NTMT1 inh
Shown for CCCCN(C)CCCNC(=O)c1cn(CC)c2ccc(S(=O)(=O)N3CCc4ccccc4C3)cc2c1=O → -20.0% | -0.9% | -0.8% | -12.1% | 14.3% | 6.6% | -20.0%
Shown for CCC(=O)Nc1cc2nn(-c3ccc(C)cc3)nc2cc1C → 8.4% | 0.2% | ? | 4.5% | ? | 0.0% | -19.5%
Shown for COc1ccc(C2C(=O)N(C3CCCCC3)CC(=O)N2CCC2=CCCCC2)cc1 (configuration not stated) → -8.5% | -1.8% | 18.2% | 0.8% | -0.8% | -1.3% | 10.8%
Shown for O=C(CN1C(=O)CCc2cc(Br)ccc21)Nc1ccc(OC(F)(F)F)cc1 → 4.2% | -0.4% | -5.1% | -1.9% | -2.6% | 1.9% | 8.7%

Additional records.
SMILES | FH mod | B2AR arrestin ag | p53null 39C kill | TSG101-PTAP inh | p53null 32C tox | GALK inhibitor | NTMT1 inh
Cc1ccc(C(=O)Nc2nnc(S(=O)(=O)N(C)Cc3ccc(Cl)cc3)s2)cc1 | -13.9% | 1.3% | 4.6% | 1.8% | -6.3% | -0.4% | 18.3%
Cc1ccc(OCC(=O)Nc2ccccc2C(=O)OCc2cc(=O)n3ccsc3n2)cc1 | -0.1% | ? | 16.9% | -3.9% | 0.6% | -4.2% | -19.6%
Cc1ccc(S(=O)(=O)NCCSc2nnnn2-c2ccc(Cl)c(C(=O)O)c2)cc1 | -3.5% | 0.1% | 0.6% | -4.8% | -2.6%[9.22 µM] | 0.2% | 0.6%
O=C(Nc1ccc(OC(F)(F)F)cc1)C1CCN(S(=O)(=O)c2ccc3[nH]c(=O)ccc3c2)CC1 | 7.0% | 0.3% | -25.3% | -3.5% | 0.4% | -1.5% | -2.9%
COC(=O)CNC(c1ccccc1)c1cc(Br)ccc1NC(=O)c1ccc(Cl)cc1 (configuration not stated) | 8.5% | 0.2% | 4.4% | 1.2% | -8.8% | -1.1% | 12.1%
CC(C)(C)c1ccc(C(=O)Nc2nc3nc(-c4ccccc4)cc(=O)n3[nH]2)cc1 | 12.7% | -1.6% | 5.7% | -1.3% | 3.3% | 3.1% | -0.6%
CC(C)(C)c1ccc(OCC(=O)Nc2ccc(S(=O)(=O)Nc3ncccn3)cc2)cc1 | -12.8% | 2.0% | -10.9% | -0.7% | -3.9% | -1.8% | 4.2%
Cc1ccc(Cn2c(=O)n(Cc3ccc(Cl)cc3)c(=O)c3cccnc32)cc1 | -8.3% | -0.2% | 5.3% | 0.0% | -6.4% | -9.7% | ?
COCCCNC(=O)c1ccc(Cn2c(=O)c3ccccc3n(Cc3c(C)cc(C)cc3C)c2=O)cc1 | 1.5% | 0.2% | -4.9% | -5.0% | 5.3% | 0.9% | 8.6%
COc1cccc(NC(=O)CSC2=Nc3ccccc3C3=NC(CCC(=O)NCCc4ccccc4)C(=O)N23)c1 (configuration not stated) | -7.9% | -3.4% | 7.8% | -0.5% | -1.2% | -3.7% | 11.0%
CCCC(=O)Nc1cccc(-c2cn3c(C)csc3n2)c1 | -3.3% | 0.4% | -19.4% | -0.8% | -8.5% | -0.8% | 5.2%
CCc1ccc(NC(=O)CCS(=O)(=O)c2ccc3c(c2)CCN3C(C)=O)cc1 | 0.3% | -1.3% | 13.5% | -6.4% | 11.5% | -1.1% | -3.5%
O=C(Cc1cccs1)NC1CC(=O)N(c2ccc(Cl)cc2)C1 (configuration not stated) | -5.5% | -2.3% | 32.9%[activator] | -2.5% | 2.0% | 0.5% | 2.1%
CCOc1ccc(NC(=O)C2CCCN(c3nnc(-n4c(C)ccc4C)s3)C2)cc1 (configuration not stated) | -27.3% | -0.6% | 0.5% | -4.9% | 0.4% | 6.1% | 7.4%
Cc1cccc(S(=O)(=O)c2cn(Cc3ccc(F)cc3)c3cc(N4CCCCC4)c(F)cc3c2=O)c1 | -3.0% | -0.5% | -3.1% | -6.6% | 1.9% | 0.3% | -5.5%
CC(NC(=O)CSc1nc(-c2cccc(Cl)c2)nc2cc(=O)[nH]n12)c1nc2ccccc2n1C (configuration not stated) | . | 0.4% | 15.9% | -0.5% | -2.3% | -3.3% | .
CCC(=O)N1c2ccccc2CC1C(=O)NCCCN1CCN(c2ccccc2)CC1 (configuration not stated) | ? | -0.3% | -4.0% | 1.0% | -2.0% | -1.0% | -3.8%
CC(=O)N1CCCc2cc(S(=O)(=O)N3CCC(C(=O)NCCC(C)C)CC3)ccc21 | -1.3% | 0.3% | 20.6% | -9.0% | -4.1% | -0.1% | 2.8%
CCOc1cccc(CC(=O)N2CCc3c([nH]c4ccccc34)C2c2ccc(C)cc2)c1OCC (configuration not stated) | -20.3% | 0.3% | -3.0% | 2.2% | -3.2% | 1.4% | ?
COc1ccccc1OCC(=O)NCC1(N2CCOCC2)CCCCC1 | 6.3% | -3.1% | -6.2% | -4.0% | -6.7% | 5.8% | 2.6%
O=C(Cn1ncc2c3ccccc3n(Cc3ccccc3F)c2c1=O)NC1CCCCCC1 | 2.5% | -3.4% | -27.8% | 1.5% | -9.2% | -12.5% | -0.2%
CC(C)Oc1ccc(CNC(=O)c2ccc3nc(Cc4ccccc4)oc3c2)cc1 | 23.2% | -0.2% | ? | -1.3% | 2.2% | -0.5% | -2.0%
COC(=O)c1cc2oc(C)cc2n1Cc1ccc(C)cc1 | -19.5% | 0.4% | 7.0% | -12.0% | 0.7% | -6.3% | 1.0%
COc1ccc(S(=O)(=O)N2CCN(c3ccccc3)CC2)cc1-c1noc(C)n1 | 1.6% | -2.6% | 4.7% | -3.9% | -3.2% | -0.6% | 5.4%
COc1ccc(CN2COc3ccc4c(-c5ccccc5)cc(=O)oc4c3C2)cc1OC | . | -1.1% | 9.5% | -4.1% | 4.7% | -13.1% | .
Cc1ccc(C2=Nc3ccccc3NC(c3ccncc3)=N2)cc1 | -3.4% | -1.2% | -9.8% | -1.7% | 2.1% | -1.1% | -3.3%
